SV40 large T antigen = SV40 large T antigen inhibitors, biochemical (AID 1903); one-dose inhibition, % at 20 µM; IC50 in µM for titrated hits; 0.39% of 310,000 active; SV40 large T antigen ATPase/helicase inhibition assay; higher % means a stronger effect; in the data active = a potency from the dose series; inconclusive = inhibition mostly from about 32% at the one dose, without a potency; inactive = the rest, 99 in 100 with inhibition below about 32%; also: strong numbers were not always called active
Dengue-2 NS5 capping = Dengue-2 NS5 methyltransferase inhibitors, primary screen, biochemical, confirmation dose response (AID 588689) | Dengue-2 NS5 methyltransferase capping enzyme assay, biochemical; higher % means a stronger effect | inhibition, % at 25 µM; hits with a dose series show IC50 in µM | 0.3% of 340,000 active; in the data active = a potency from the dose series; inconclusive = inhibition above about 29% without an active follow-up result
XIAP antagonists = small molecules displacing peptide from XIAP – biochemical, IAP family, fluorescence polarization (AID 1018); XIAP BIR domain, fluorescence polarization peptide displacement; higher % means a stronger effect; one-dose displacement, % at 20 µM; IC50 in µM for titrated hits; 0.007% of 200,000 active; in the data active = displacement above about 50%; also: a part of the inactive calls stands beside numbers as strong as those of hits
K1F lysis inhibition = inhibition of K1F phage lysis, E. coli UTI89, bacterial capsule biogenesis inhibitors, alamar blue (AID 488966); one-dose inhibition, % at 100 µM; IC50 in µM for titrated hits; 0.02% of 340,000 active; E. coli UTI89 K1F phage lysis, alamar blue, 2 h; higher % means a stronger effect;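 active = phage lysis inhibition, versus mean bacterial control, above a set limit; inconclusive = no clear call, values can overlap the other calls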;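 also: capsule biogenesis inhibitors block K1F phage lysis so surviving cells raise fluorescence; higher fluorescence means more inhibition of phage lysis; actives were called in the ten point dose series up to 300 µM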
CSM14.1 death rescue = protection against thapsigargin-triggered cell killing – 384-well, CSM14.1, ATP luminescence, primary screen (AID 1222). 190,000 tested, under 10 active. cellular ATP content (survival), % at 20 µM; hits with a dose series show EC50 in µM. CSM14.1 thapsigargin-induced death rescue, ATP luminescence; higher % means a stronger effect;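 active = EC50 below 50 µM in the dose-response confirmation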;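 also: death triggered by thapsigargin at about 15 µM added after 2 h compound pretreatment; cell ATP read after overnight thapsigargin exposure of roughly 18 to 22 hours; normalized against plate controls of thapsigargin alone and 5% DMSO vehicle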
Yfh1-off respiration = enhancers of respiration in Yfh1-depleted yeast, dose response, Friedreich's ataxia, plus single-dose screen (AID 1465) | S. cerevisiae Yfh1-off respiration, WST-1 reduction, 72 h; higher fold induction means a stronger effect | fold induction at 50 µM; hits with a dose series show EC50 in µM | 0.074% of 220,000 active;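 active = fold induction of absorbance versus untreated yeast above a set limit, then at least 30% activation at any dose in follow-up; inconclusive = repeats straddling the limit, or above it without dose testing; inactive = fold induction below the set limit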;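 also: activators that raise dye reduction in frataxin-depleted yeast; strong numbers were not always called active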
WT yeast gro inh = growth inhibition of WT yeast, mitochondrial fusion screen; 2.1% of 190,000 active; mitochondrial fusion phenotypic screen, WT strain; inhibition, % at 10 µM; AID 1362; in the data active = inhibition above about 58%; tested in S. cerevisiae
RSV antiviral HEp-2 = RSV antiviral activity via CPE protection, HEp-2 cells, primary 10 µM value included (AID 2391); HEp-2 cells, RSV-induced CPE inhibition; higher % means a stronger effect; one-dose CPE inhibition, % at 10 µM; IC50 in µM for titrated hits; 0.13% of 310,000 active; in the data active = a potency from the dose series; inconclusive = CPE inhibition mostly from about 23% at the one dose, without a potency; inactive = the rest, 99 in 100 with CPE inhibition below about 21%; also: strong numbers were not always called active
West Nile antiviral = West Nile virus antiviral activity, cell-based, CPE readout (AID 1621); 0.02% of 290,000 active; CPE inhibition, % at 10 µM, or IC50 in µM where a hit was titrated; West Nile virus-infected cells, CPE inhibition; higher % means a stronger effect; in the data active = a potency from the dose series; inconclusive = CPE inhibition mostly from about 3.7% at the one dose, without a potency; inactive = the rest, 99 in 100 with CPE inhibition below about 2.2%; also: strong numbers were not always called active
WT yeast gro inh mutant strain = recorded beside WT yeast gro inh, whose call it bears; inhibition, %; mitochondrial fusion phenotypic screen, mutant strain inhibition
Dengue-2 NS5 capping pilot replicate = also measured in Dengue-2 NS5 capping; calls as there; inhibition, %; measured here: pilot screen replicate inhibition
* = called active by the depositor; i = inactive; u = inconclusive; x = not tested or not shown; [ ] = another dose, or the depositor's remark.

SMILES	SV40 large T antigen	Dengue-2 NS5 capping	XIAP antagonists	K1F lysis inhibition	CSM14.1 death rescue	Yfh1-off respiration	WT yeast gro inh	WT yeast gro inh mutant strain	RSV antiviral HEp-2	West Nile antiviral	others
CCCCOc1ccc2c(C)cc(=O)oc2c1OCCCC	5%	-11%	-5.5%	-0.5%	-1.6%	i	11	1	5.3%	-0.8%
COc1ccc(NC(=O)CN2CCC(C(N)=O)CC2)cc1	10%	0%	0.5%	-0.3%	-4.3%	i	-2	-11	1.0%	-0.1%
CSc1ccc(COC(=O)c2cc([N+](=O)[O-])ccc2N2CCOCC2)cc1	18%	-2%	x	0.8%[50 µM]	x	x	x	x	5.0%	x
COc1cc(C(=O)NCC2(N3CCCCC3)CCCCC2)ccc1OCC(=O)N1CCOCC1	5%	-8%	x	0.1%	x	i	x	x	-0.6%	-0.5%
CCOC(=O)C1Nc2ccc(OC(F)(F)F)cc2C2C=CCC12 (stereo unspecified)	19%	26%	x	1.8%	x	i	x	x	-0.1%	-0.2%
CCCN1CCC(N2CCN(c3ccc([N+](=O)[O-])cc3)CC2)CC1	11%	x	x	-1.5%	x	x	x	x	-0.6%	-1.1%
COc1ccc(C2OCC3(CO2)SC(=O)NC3=O)cc1 (stereo unspecified)	1%	2%	-7.0%	i	0.6%	i	-18	-8	1.3%	0.2%
Cc1ccc(C)c2[nH]c(=O)c(C(c3nnnn3CCc3ccccc3)N3CCOCC3)cc12 (stereo unspecified)	11%	6%	1.0%	-0.4%	-0.2%	i	-5	6	-1.3%	-0.2%
COc1cc(S(=O)(=O)N(Cc2ccco2)C2CCCC2)ccc1-n1cnnn1	-11%	0%	-5.2%	5.9%	-0.2%	i	18	-4	2.3%	-0.6%
CC1CCCCN1S(=O)(=O)Cc1ccccc1Cl (stereo unspecified)	10%	-3%	x	0.3%	x	x	x	x	0.2%	-0.7%

3 entries picked at random from the list so far, as already listed:
SMILES	SV40 large T antigen	Dengue-2 NS5 capping	XIAP antagonists	K1F lysis inhibition	CSM14.1 death rescue	Yfh1-off respiration	WT yeast gro inh	WT yeast gro inh mutant strain	RSV antiviral HEp-2	West Nile antiviral	others
CC1CCCCN1S(=O)(=O)Cc1ccccc1Cl (stereo unspecified)	10%	-3%	x	0.3%	x	x	x	x	0.2%	-0.7%
COc1cc(C(=O)NCC2(N3CCCCC3)CCCCC2)ccc1OCC(=O)N1CCOCC1	5%	-8%	x	0.1%	x	i	x	x	-0.6%	-0.5%
CSc1ccc(COC(=O)c2cc([N+](=O)[O-])ccc2N2CCOCC2)cc1	18%	-2%	x	0.8%[50 µM]	x	x	x	x	5.0%	x

(further entries)
SMILES	SV40 large T antigen	Dengue-2 NS5 capping	XIAP antagonists	K1F lysis inhibition	CSM14.1 death rescue	Yfh1-off respiration	WT yeast gro inh	WT yeast gro inh mutant strain	RSV antiviral HEp-2	West Nile antiviral	others
CCCC1=NN(C(=O)C(=O)Nc2ccc(Br)cc2)C(O)(C(F)(F)F)C1 (stereo unspecified)	5%	8%	-5.1%	-0.2%	-1.3%	i	x	x	0.4%	0.4%
Cc1ccc(S(=O)(=O)NC(=O)c2cc(C)n(-c3ccc(N(C)C)cc3)c2C)cc1	22%	0%	-4.0%	0.1%	-2.7%	i	21	11	u	0.0%
CN1CC(=O)NC1=NC(=O)c1ccc(Cl)c(S(=O)(=O)N2CCCCCC2)c1	-1%	12%	3.5%	1.5%	-0.9%	u	-5	-17	5.2%	0.4%
CCCCOC(=O)c1ccc(OC(=O)N2CCOCC2)cc1	8%	-6%	x	0.1%	x	x	x	x	1.1%	0.3%
COc1ccc(C(=O)CSc2nc3cccnc3n2C)cc1	6%	-3%	-24%	1.4%	-1.8%	i	-3	-4	12%	-0.4%
O=C(NCC1CCCN1S(=O)(=O)c1ccccc1)c1cccc(Cl)c1 (stereo unspecified)	4%	-3%	x	0.5%[50 µM]	x	x	x	x	u	x
CCOC(=O)C1CCCN(c2c(Nc3ccc(OCC)cc3)c(=O)c2=O)C1 (stereo unspecified)	0%	1%	-0.8%	-1.2%	-0.1%	i	10	8	3.5%	-0.2%
COC(=O)c1ccc(C2/C(=C(/O)c3ccc4c(c3)CC(C)O4)C(=O)C(=O)N2CCN2CCOCC2)cc1 (stereo unspecified)	x	-5%	x	0.0%	x	x	x	x	0.4%	0.5%
CCOc1ccc(CCNC(=O)CN2C(=O)c3cccnc3Oc3ccc(Cl)cc32)cc1	2%	-2%	x	2.2%	x	x	x	x	4.2%	-0.4%
CCOC(=O)CC1C(=O)NCCN1C(=S)Nc1ccccc1 (stereo unspecified)	6%	-8%	-8.4%	-7.1%	-0.8%	i	-12	-19	6.8%	0.1%
Cc1ccc(OCC(=O)NC(=S)Nc2cccc(NC(=O)c3ccccc3Cl)c2)cc1	6%	5%	-4.0%	0.8%[50 µM]	16%	i	3	-19	3.1%	-0.1%
COc1ccc(-n2c(SCC(=O)NCC3CCCO3)nc3c(c2=O)SCC3)cc1OC (stereo unspecified)	4%	-6%	x	-0.1%	x	x	x	x	0.8%	0.3%
Cc1ccc(C(=O)NC(C)c2ccc(-n3ccnc3)cc2)cc1 (stereo unspecified)	6%	10%	x	-0.3%	x	x	x	x	6.2%	-0.7%
CCSc1nsc(NC(=O)Nc2ccc(F)cc2F)n1	-5%	-17%	x	-0.1%	x	x	x	x	14%	-2.7%
CSc1ccccc1NC(=O)Nc1cccc(Cl)c1	11%	-10%	-5.3%	-0.9%	-1.3%	i	37	5	6.5%	-0.6%
COc1ccc(/C=C(/C#N)C(=O)NC2CCCCC2)cc1Br	6%	-2%	-3.6%	0.2%	0.3%	i	26	22	-1.1%	-0.3%
COc1ccc(CNC(=S)Nc2ccc3nc(N4CCN(C)CC4)cc(C)c3c2)cc1	14%	-20%	-6.1%	0.1%	3.4%	i	14	-5	-2.8%	1.1%
COc1ccc(C(=O)Nc2ccccc2C(=O)N(Cc2ccco2)C(C(N)=O)C(C)C)cc1 (stereo unspecified)	1%	-1%	-1.7%	0.5%	-1.0%	i	16	0	0.0%	-0.5%	Dengue-2 NS5 capping pilot replicate=-2.0
COc1ccccc1Nc1nnc(Cc2ccccc2)c(=O)[nH]1	3%	-12%	-2.1%	0.6%	-2.6%	i	11	5	2.7%	-0.1%
CC(C)c1ccccc1-n1cc[nH]c1=S	11%	-7%	-12%	0.8%	-2.4%	i	-24	-4	0.5%	0.8%
O=C(c1ccc2c(=O)n(C3CCCC3)c(=S)[nH]c2c1)N1CCCCCC1	6%	5%	68%*	0.0%	0.1%	i	96*	92*	-1.8%	-1.9%
CN(CCc1cn[nH]c1)C(=O)CC1C(=O)NCCN1Cc1ccccc1C(F)(F)F (stereo unspecified)	4%	15%	-3.6%	0.5%	-0.5%	i	4	-9	1.1%	-0.4%
Cc1ccc(NC(=O)Nc2c(C)n(C)n(-c3ccccc3)c2=O)cc1C	8%	-10%	-0.5%	0.5%	-2.2%	i	-6	1	0.8%	0.9%
Cn1c(=O)c2c(nc(NCCCO)n2C/C=C/c2ccccc2)n(C)c1=O	3%	x	-5.8%	0.1%	-1.7%	i	-8	4	0.9%	-0.1%
COc1ccc(C(=O)N/C(=C/c2ccc(Cl)cc2)C(=O)Nc2ccc(C(=O)O)cc2)cc1	12%	-1%	x	0.0%	x	x	x	x	1.9%	-0.4%
CCOc1c(Cl)cnn(-c2ccc(C)cc2)c1=O	7%	-1%	-2.3%	-0.1%	-2.0%	i	1	15	0.9%	-0.2%
COC(=O)c1c(NC(=O)CCC(=O)O)sc2c1CCCCC2	-5%	4%	-1.1%	1.0%	-0.4%	i	-29	-6	1.9%	0.3%
COc1cc(CC(=O)OCC(=O)N2CC(=O)Nc3ccccc32)cc(OC)c1OC	-3%	-3%	-4.6%	0.6%	-0.8%	i	-17	3	0.6%	0.0%
COc1ccc(CC(=O)Nc2ccc(S(=O)(=O)Nc3ncccn3)cc2)cc1OC	13%	-4%	x	-0.2%	x	i	x	x	0.7%	0.5%
COc1cc(C(=S)N2CCCC2)ccc1OCc1ccccc1	11%	-5%	x	0.0%	x	x	x	x	2.3%	-1.2%
O=C1C2C(C(=O)N1/N=C/c1ccc([N+](=O)[O-])o1)C1C=CC2C12CC2 (stereo unspecified)	-2%	4%	1.0%	-12%	2.8%	i	-2	-11	2.6%	0.1%
CCN(CC(=O)Nc1ccc(S(=O)(=O)N2CCCC2)cc1)CC(=O)Nc1cccc(OC)c1	7%	-9%	x	0.0%	x	i	x	x	1.6%	0.4%
CC(=O)c1c(Nc2cccc(F)c2)oc(C)cc1=O	-3%	-8%	x	1.0%	x	i	x	x	-1.9%	0.3%
COCCn1c(SCC(=O)NCCc2ccccc2)nc2c([nH]c3ccccc32)c1=O	1%	6%	x	0.3%	x	x	x	x	3.2%	-0.5%
CS(=O)(=O)N(CCc1ccccc1)CC(=O)N1CCN(Cc2ccc3c(c2)OCO3)CC1	5%	-8%	-6.1%	2.4%	-0.6%	i	4	0	18%	-1.3%
CCOc1ccc(CNc2cccc(SC)c2)cc1	15%	-3%	-2.6%	-1.2%	1.2%	i	18	15	1.0%	0.1%
CCCc1nc2sc3c(c2c(=O)n1NC(=O)CCC(=O)O)CCCC3	12%	-3%	2.4%	2.8%	-2.9%	i	0	3	1.6%	0.6%
O=C1NC(CCc2ccccc2)C(=O)N1Cc1cccc2ccccc12 (stereo unspecified)	2%	-4%	-3.0%	0.2%[50 µM]	-3.0%	i	11	-1	2.5%	-0.5%
CN(Cc1cnn(C)c1)Cc1nc(C(c2ccccc2)c2ccccc2)no1	10%	7%	-7.4%	0.1%	5.2%	i	14	15	1.2%	-0.6%
O=S(=O)(c1ccccc1)N1CCN(S(=O)(=O)N2CCCCCC2)CC1	5%	-3%	x	1.9%	x	x	x	x	1.3%	0.1%
O=C(COC(=O)/C=C/c1ccccc1)NCc1ccccc1Cl	20%	-6%	-6.9%	1.1%	0.8%	i	13	-14	-0.2%	-0.5%
Cc1ccnc(NS(=O)(=O)c2ccc(NC(=O)Cc3ccc(Br)cc3)cc2)n1	4%	-1%	x	1.4%[50 µM]	x	x	x	x	0.5%	-0.1%
CCOc1cc(N2CCOCC2)c(OCC)cc1NC(=O)CN1C(=O)NC2(CCCCCCC2)C1=O	10%	3%	-1.8%	-0.2%	1.4%	i	6	2	3.7%	1.0%
COc1ccnc(NCc2cccc(C(F)(F)F)c2)c1C#N	-2%	-3%	-6.7%	4.4%	-0.9%	i	-2	-3	0.9%	-0.9%
COc1ccc([N+](=O)[O-])cc1NC(C)C	2%	-8%	-2.5%	0.1%	-0.5%	i	-15	-7	0.6%	0.1%
NC[C@@]12CCCC1C1CCC2C1 (stereo partly specified)	-12%	x	-0.5%	x	-1.5%	i	-3	1	-0.2%	0.2%

Compounds as they come. About 2.2% of those tested had a hit in this group.
